Integrin act MD: activators of alpha7 integrin expression for muscular dystrophy; Potency, µM (series often up to 38.3 µM), inactives show at the top dose activation, usual class: activators; alpha7betagal myoblasts, beta-gal FDG fluorescence, 48 h; 0.064% of 350,000 active;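 further: potency means the concentration at half of the fitted maximal effect; 100% = response of the positive control SU9516; nearly all actives have a fitted effect of over 60% in size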
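Alpha7betagal+/- myoblasts (passage 13) were plated 16-24 hr, then exposed to compounds (1:260 dilution of DMSO stock) for 48 hours at 37C. After MPER lysis, β-galactosidase reporter activity was read as FDG fluorescence (ex 480/em 540) after 30 minutes.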
ELG1 DNA repair: ELG1-dependent DNA repair inhibition; 2.3% of 330,000 active; Potency, µM (highest dose often 46.1 µM), inactives show at the top dose activity change, negative = inhibition, actives largely listed as inhibitors; HEK293T ELG1-luciferase reporter, luminescence, 16 h; DNA damage induced by 5-fluorouridine; AID 504467; further: potency means the concentration at half of the fitted maximal effect; on the % scale 0 is the no-effect control and ±100 the full control effect; nearly all actives have a fitted effect of over 55% in size
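5-Fluorouridine DNA damage + compound/DMSO, 2,000 cells/well, 16 h, 37 °C/5% CO2. ONE-Glo, 30 min RT, luminescence. Readout = decrease in reporter signal.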
TSHR antagonist: blocks TSH signaling through the human TSH receptor. P16473. TSHR-expressing cells, TSH-stimulated cAMP HTRF, 2 h; active compounds read low. activity change, negative = inhibition, % at 11.5 µM. 0.2% of 330,000 active. AID 504810;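 active means activity change below a set negative limit, meaning inhibition stronger than a set level, cut at about -70% in these data; inconclusive means activity change between two set negative limits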; further: on the % scale 0 is the no-effect control and ±100 the full control effect
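Cell-based HTRF cAMP assay; TSHR cells + compound, TSH EC80 (4nM final), 2 h, 37 deg C. Lysis with anti-cAMP cryptate and cAMP-d2, 30 min RT, read 665/620 nm.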
A-T KAP1 phos: candidate therapy for ataxia-telangiectasia; […] A-T fibroblasts, KAP-1 phosphorylation AlphaLISA; neocarzinostatin DNA damage 30 min before lysis; Potency, µM (series often up to 57.5 µM), for the others: top-dose activation, hits mostly activators; 0.19% of 320,000 active; AID 485349; further: potency means the concentration at half of the fitted maximal effect; % of control where 0% means no effect; nearly all actives have a fitted effect of over 45% in size
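ATM-like activity read as KAP-1 phosphorylation via AlphaLISA donor/acceptor antibody pairs after lysis and 6 hr at 25C. Cells were ATM-null patient fibroblasts ([…], hTERT), dosed 60 min, then exposed to the DSB inducer NCS for 30 min.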
Tb PFK block: blocks T. brucei phosphofructokinase; O15648; T. brucei PFK, ADP-Glo luminescence; Potency, µM (top dose mostly 57.5 µM), without a hit: at the top dose activity, negative = inhibition, hits mostly inhibitors; 0.17% of 330,000 active;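 further: potency means the concentration at half of the fitted maximal effect; 0% = uninhibited 1x PFK enzyme wells and -100% = no-enzyme wells; nearly all actives have a fitted effect of over 60% in size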
Target sequence (O15648 whole entry, looked up): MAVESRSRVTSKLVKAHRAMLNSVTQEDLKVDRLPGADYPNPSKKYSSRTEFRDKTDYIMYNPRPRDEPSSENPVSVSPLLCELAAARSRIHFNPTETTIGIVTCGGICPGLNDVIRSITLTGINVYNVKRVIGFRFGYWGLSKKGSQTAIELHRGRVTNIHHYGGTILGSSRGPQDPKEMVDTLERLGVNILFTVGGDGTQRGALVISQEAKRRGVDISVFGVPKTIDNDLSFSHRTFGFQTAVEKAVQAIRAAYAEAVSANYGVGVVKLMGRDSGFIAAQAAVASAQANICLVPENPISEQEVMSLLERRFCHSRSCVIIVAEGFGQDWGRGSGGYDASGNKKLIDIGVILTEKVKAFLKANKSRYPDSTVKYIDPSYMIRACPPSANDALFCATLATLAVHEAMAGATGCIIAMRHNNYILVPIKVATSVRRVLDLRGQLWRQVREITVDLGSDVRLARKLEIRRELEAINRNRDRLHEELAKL
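Luminescent ADP detection (ADP-Glo, two-step: ATP depletion then ADP-to-ATP conversion for luciferase) reported PFK activity after 45 min room-temperature reaction of 1.25 nM enzyme with 0.5 mM F6P and 0.1 mM ATP at pH 8.0.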
ASM inhibitor: human S-ASM enzyme inhibition. P17405. Potency, µM (series often up to 57.5 µM), for inactives: at the top dose activity change, negative = inhibition, most hits filed as inhibitors. 0.006% of 340,000 active. AID 504937. placental ASM, HMU-PC fluorogenic substrate, 60 min; further: potency means the concentration at half of the fitted maximal effect
Target sequence (P17405 47-631 limits assumed): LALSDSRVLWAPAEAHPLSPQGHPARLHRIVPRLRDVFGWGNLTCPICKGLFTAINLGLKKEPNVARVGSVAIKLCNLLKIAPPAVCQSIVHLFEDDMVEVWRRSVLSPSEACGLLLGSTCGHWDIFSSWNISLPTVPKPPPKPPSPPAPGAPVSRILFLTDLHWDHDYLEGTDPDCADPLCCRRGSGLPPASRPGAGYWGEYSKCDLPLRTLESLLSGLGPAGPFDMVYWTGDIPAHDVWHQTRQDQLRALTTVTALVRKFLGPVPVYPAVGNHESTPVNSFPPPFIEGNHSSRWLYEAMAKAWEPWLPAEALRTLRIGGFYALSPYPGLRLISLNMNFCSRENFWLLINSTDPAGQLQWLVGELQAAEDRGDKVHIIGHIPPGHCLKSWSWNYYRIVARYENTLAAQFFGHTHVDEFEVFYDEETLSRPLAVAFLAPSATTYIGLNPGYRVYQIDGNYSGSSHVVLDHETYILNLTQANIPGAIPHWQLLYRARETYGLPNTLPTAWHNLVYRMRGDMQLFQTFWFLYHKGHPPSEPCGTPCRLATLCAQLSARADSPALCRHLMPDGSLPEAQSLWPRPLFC
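Fluorogenic HMU-PC substrate (9 uM final) is turned over by placental ASM in 60 min at 37 C after a 10 min compound preincubation. Reaction ended by alkaline stop (pH 10), with fluorescence read at 386/447 nm.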
BCR signal inh: inhibitors of chronic active B-cell receptor signaling. ABC-DLBCL IkBa-CBG/CBR reporter, luminescence ratio, 4 h. Potency, µM (series often up to 46.1 µM), without a hit: top-dose ratio change, negative = lower green/red ratio, most hits filed as inhibitors. 0.05% of 340,000 active; active means well fitted inhibition curve with a large enough effect in the signal ratio, with a control signal flat, not every such curve was filed as active; inconclusive means small, poorly fitted or top-dose-only effect, or effect the other way, or a change in a side signal; the % refers to the signal ratio;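 further: potency means the concentration at half of the fitted maximal effect; plate controls were basal doxycycline-induced cells for no effect and cells given 10 µM MG132 for full effect; MG132 reads +100%, hits lower the ratio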
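TMD8 human ABC-DLBCL cells with doxycycline-inducible IκBα–green luciferase fusion and unfused red luciferase, in 0.5% FBS medium; compounds up to 46 uM, 4 h at 37C. Green/red luminescence ratio, filter-overlap corrected, fitted to concentration-response curves.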
Eya2 inh: inhibitors of human Eya2 phosphatase activity; recombinant Eya2, OMFP fluorescence dephosphorylation (OMFP is methylfluorescein phosphate); Potency, µM (top dose mostly 76.9 µM), for inactives: at the highest dose activity, negative = inhibition, hits mostly inhibitors; O00167; 0.006% of 330,000 active; further: potency means the concentration at half of the fitted maximal effect; on the % scale 0 is the no-effect control and ±100 the full control effect
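Eya2 protein (added as 0.2 uM solution) was preincubated with compound for 10 min at ambient temperature in 50 mM HEPES pH 7.5, 50 mM NaCl, 5 uM MgCl2, 0.05% BSA, 1 mM DTT. OMFP (added at 50 uM) then reacted 10 min; fluorescence read at 485/525 nm.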
TCR activator: activators of T cell receptors. primary human leukocytes, anti-CD3, IL-2 HTRF, 48 h. Potency, µM (doses to about 9.22 µM), inactives show at the top dose activation of IL-2 secretion, hits mostly activators. 330,000 tested, under 10 active; further: % of control where 0% means no effect
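Using a-CD3 beads without co-stimulation, primary human leukocytes were exposed to compounds for 48 hr. An HTRF IL-2 kit measured the cytokine, with europium-to-d2 energy transfer producing emission at 665nm upon 320nm excitation.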
TSG101-PTAP inh: blocks PTAP/TSG101 interaction to inhibit HIV-1 budding. AID 493005. Fluorescence polarization, FITC-PTAP peptide / Tsg101 binding. 340,000 tested, under 10 active. Potency, µM (highest dose often 115 µM), without a hit: at the highest dose activity change, negative = inhibition, actives largely listed as inhibitors; active means well fitted inhibition curve with a large enough effect in the main read-out, with a control signal flat, not every such curve was filed as active; inconclusive means small, poorly fitted or top-dose-only effect, or effect the other way, or a change in a side signal; inactive means no such curve, though single readings can be large or run the other way; further: potency means the concentration at half of the fitted maximal effect; % of control where 0% means no effect
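FP read-out: FITC-PTAP peptide, 50 nM final, binding Tsg101 binding domain, 10 uM final; 20 min, r.t.; 10 mM HEPES pH 7.5, 0.15 M NaCl, 0.01% Tween 20, 3 mM EDTA, 0.1 mM TCEP.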
Mito fusion act: mitochondrial division inhibition or fusion activation; S. cerevisiae fusion-defective mutant growth rescue, CellTiterGlo 48 h; 0.23% of 320,000 active; AID 485298; Potency, µM (top dose mostly 46.1 µM), inactives show at the highest dose growth rescue (activation), most hits filed as activators;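 further: potency means the concentration at half of the fitted maximal effect; % of control where 0% means no effect; nearly all actives have a fitted effect of over 45% in size; temperature-sensitive fusion mutants such as fzo1-1 at 37 °C on non-fermentable ethanol glycerol medium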
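Compounds are tested for their ability to restore growth of mitochondrial fusion-defective yeast strains at non-permissive 37C in YPEG medium over 48 hours. Viability is quantified by luciferase luminescence.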
* hit, by the source's call; ? = inconclusive; . = no result given; [ ] = dose if it differs, or a comment. Unless noted, the call rests on the fitted dose curve; in most records, active means well fitted curve in the direction sought with a large enough effect; inconclusive means small, poorly fitted or top-dose-only effect, or another doubt; inactive means no such curve, though single readings can be large; an effect the other way counts as inactive or inconclusive.

SMILES	Integrin act MD	ELG1 DNA repair	TSHR antagonist	A-T KAP1 phos	Tb PFK block	ASM inhibitor	BCR signal inh	Eya2 inh	TCR activator	TSG101-PTAP inh	Mito fusion act
COc1ccc(N=Cc2sc3ccccc3c2Cl)cc1	3%	?	-4	3%	-1%	8%	0%	19%	2%	0%	-4%
COCC(=O)Nc1sc2c(c1C(=O)OC)CCCC2	-8%	8%	5	4%	2%	-2%	?	1%	-3%[46.1 µM]	-5%	5%
CCOC(=O)c1ccc(COC(=O)CNC(=O)CNC(=O)c2ccc(OC)cc2)o1	14%	-4%	0	-2%	-7%	-3%	?	11%	2%	-2%	-4%
Cc1ccc(S(=O)(=O)Nc2ccc(Br)cc2C(NCC(=O)O)c2ccccc2)cc1 (centres undefined)	9%	5%	17	-1%	1%	-3%	?	-13%	12%[46.1 µM]	-3%	-4%
CC(=O)CSc1nc(-c2cccs2)c(C#N)c(=O)[nH]1	?	-9%	6	13%	0%	0%	27%	12%	-17%	-3%	5%
COc1ccc(NC(=O)CC2Nc3ccccc3NC2=O)c([N+](=O)[O-])c1 (centres undefined)	-14%	-14%	-8	1%	-4%	-2%	-1%	2%	4%	1%	12%
CC(C)(C)c1ccc(C(=O)NC(=S)NCc2cccnc2)cc1	-37%	10%	18	7%	-9%	-1%	?	-7%	-2%[46.1 µM]	-1%	.
COC(=O)C(C)(C)ONC(=O)Nc1ccccc1Cl	-9%	-12%	-9	2%	1%	3%	-1%	-7%	4%	-3%	3%
COc1ccc(N(CC(=O)NCc2ccc3c(c2)OCO3)S(=O)(=O)c2ccccc2[N+](=O)[O-])c(OC)c1	-15%	7%	-11	12%	0%	1%	0%	-11%	1%	0%	1%
COc1ccc(CN2CCN(C(=O)CC(C)C)CC2)cc1	12%	-16%	5	-4%	4%	1%	3%	0%	.	1%	3%
COc1cccc(-n2nc(-c3ccnn3-c3ccccc3)c(=O)n(C)c2=O)c1	17%	-35%	32	-5%	5%	3%	?	17%	1%	-4%	4%
COc1ccc(CCNC(=O)COC(=O)C2CCCCC2)cc1	?	21%	-7	3%	0%	-2%	-1%	2%	-9%[46.1 µM]	0%	4%

Limited to Tb PFK block, A-T KAP1 phos and BCR signal inh (5 entries from above):
| Compound | Tb PFK block | A-T KAP1 phos | BCR signal inh |
| --- | --- | --- | --- |
| COc1ccc(N=Cc2sc3ccccc3c2Cl)cc1 | -1% | 3% | 0% |
| COC(=O)C(C)(C)ONC(=O)Nc1ccccc1Cl | 1% | 2% | -1% |
| COc1ccc(N(CC(=O)NCc2ccc3c(c2)OCO3)S(=O)(=O)c2ccccc2[N+](=O)[O-])c(OC)c1 | 0% | 12% | 0% |
| COc1ccc(NC(=O)CC2Nc3ccccc3NC2=O)c([N+](=O)[O-])c1 (centres undefined) | -4% | 1% | -1% |
| COCC(=O)Nc1sc2c(c1C(=O)OC)CCCC2 | 2% | 4% | ? |

Further entries:
SMILES	Integrin act MD	ELG1 DNA repair	TSHR antagonist	A-T KAP1 phos	Tb PFK block	ASM inhibitor	BCR signal inh	Eya2 inh	TCR activator	TSG101-PTAP inh	Mito fusion act
COc1ccc(-c2nn(-c3ccccc3)cc2/C=C2/SC(=S)N(Cc3ccco3)C2=O)c(C)c1	-14%	-13%	7	1%	-1%	0%	?	-9%	15%	-1%	1%
O=C(NCc1cccs1)C1CCCN1C(=O)Nc1cccc(F)c1 (centres undefined)	19%	13%	14	3%	0%	5%	3%	9%	0%	1%	7%
Cc1scc(C(=O)N2CCN(c3ccc(Cl)cc3)CC2)c1C	3%	?	0	-1%	-4%	-8%	-1%	4%	0%	-1%	0%
Cc1oc(-c2cccc(Cl)c2)nc1CN1CCCC(C(=O)NCc2ccco2)C1 (centres undefined)	-37%	?	6	-8%	0%	3%	16%	-4%	8%	-5%	-8%
CCOc1ccc(NC(=O)CCc2nnc3ccc(N4CCN(C)CC4)nn23)cc1	?	?	11	2%	-11%	-1%	-4%	22%	5%	-6%	-3%
CCn1c(SCC(=O)N2CCN(C)CC2)nc2c1c(=O)n(C)c(=O)n2C	6%	9%	0	-5%	1%	1%	8%	6%	7%	0%	-2%
O=C1OCCN1CCNCc1cn(-c2ccc(F)cc2)nc1-c1ccccc1Cl	-2%	?	-5	-5%	4%	2%	4%	9%	1%	2%	3%
Cc1cc(C)c(OCCNCc2ccccc2)c(C)c1	-37%	-9%	1	-10%	-2%	1%	-2%	2%	-3%	-1%	-14%
C/C(=N\O)c1cc(Cl)cc(Cl)c1O	-26%	1%	4	0%	1%	3%	6%	12%	2%	-4%	2%
O=S(=O)(/C=C/c1ccccc1)N1CCN(c2nc(-c3ccccc3)nc3ccccc23)CC1	1%	?	-12	18%	2%	-6%	12%	-2%	-10%	3%	-2%
COc1ccc(N/C(C)=C2/C(=O)C(=O)N(CCO)C2c2ccc([N+](=O)[O-])cc2)cc1 (centres undefined)	9%	-2%	5	-1%	0%	-10%	?	8%	-2%	-1%	0%
Cc1ccc(C(C)C)cc1OCC(=O)N/N=C/c1ccc2c(c1)OCCO2	-12%	3%	4	-4%	0%	-11%	?	-5%	1%[46.1 µM]	-2%	14%
NC(=O)CCC(NS(=O)(=O)c1ccc(Cl)cc1)C(=O)NCC1CCCCC1 (centres undefined)	7%	9%	-2	4%	2%	3%	3%	-10%	-4%	0%	-2%
Cc1ccccc1Cn1c(=N)n(CC(=O)c2ccc([N+](=O)[O-])cc2)c2ccccc21	-7%	-2%	-16	5%	-3%	-8%	0%	-5%	1%[46.1 µM]	3%	-9%
Cc1ccc2c(CC(=O)NCC3(N4CCOCC4)CCCCC3)coc2c1C	-19%	-27%	9	-12%	0%	7%	?	-22%	9%	4%	3%
O=C(CS(=O)(=O)c1ccccc1)N(CCCN1CCOCC1)c1nc2c(F)cccc2s1	5%	?	3	-4%	4%	0%	3%	16%	2%	-1%	-1%
O=S(=O)(N1CCOCC1)N1CCN(c2ccccc2F)CC1	1%	-1%	0	0%	-10%	-2%	2%	-1%	-5%	-6%	-7%
Cc1ccc(NC(=S)N(Cc2cccs2)Cc2cc3cc(C)cc(C)c3[nH]c2=O)cc1	2%	?	0	0%	10%	-5%	4%	-37%	-27%[46.1 µM]	-1%	-4%
O=C(OCCNc1ncc(C(F)(F)F)cc1Cl)c1ccc(S(=O)(=O)N2CCOCC2)cc1	-18%	15%	1	2%	-4%	-12%	?	0%	-2%	-2%	-1%
C/C(O)=C(/C=Nc1ccccc1)C(=O)Nc1ccccc1	-32%	-6%	-17	20%	3%	-4%	3%	1%	-3%	-3%	0%
Cc1ccccc1CCN(C(=O)CN1C(=O)c2ccccc2S1(=O)=O)C(C(=O)NCC1CCCO1)c1ccncc1 (centres undefined)	0%	-1%	2	0%	7%	4%	0%	-6%	10%[46.1 µM]	-7%	-4%
Cc1nnc(-c2cccc(Br)c2)c2cn(-c3cccc(Br)c3)nc12	-33%	?	-1	0%	?	-3%	?	-3%	12%	0%	-3%
CCc1ccc(C(C(=O)NCc2ccccc2)N(C(=O)c2csnn2)C2CC2)cc1 (centres undefined)	-34%	0%	20	-1%	4%	0%	8%	-16%	4%	0%	-10%

One compound at a time, as listed above.
O=S(=O)(N1CCOCC1)N1CCN(c2ccccc2F)CC1 is listed as Integrin act MD: 1%; ELG1 DNA repair: -1%; TSHR antagonist: 0; A-T KAP1 phos: 0%; Tb PFK block: -10%; ASM inhibitor: -2%; BCR signal inh: 2%; Eya2 inh: -1%; TCR activator: -5%; TSG101-PTAP inh: -6%; Mito fusion act: -7%
C/C(=N\O)c1cc(Cl)cc(Cl)c1O is listed as Integrin act MD: -26%; ELG1 DNA repair: 1%; TSHR antagonist: 4; A-T KAP1 phos: 0%; Tb PFK block: 1%; ASM inhibitor: 3%; BCR signal inh: 6%; Eya2 inh: 12%; TCR activator: 2%; TSG101-PTAP inh: -4%; Mito fusion act: 2%

Bioassay records as filed in PubChem BioAssay.
